Source: PubChem (Broad Institute)
esBAF inh: inhibitors of esBAF chromatin remodeling in mouse ES cells | Bmi1-luciferase knock-in reporter, 24 h; 100% = twice the neutral-well signal | reporter increase, % at 12.5 µM | hit rate 2% among 350,000; in the data active means activation above about 40%;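 further: 0% = median of the plate's neutral control wells and 100% = double that signal; a rise in the Bmi1 reporter signal indicates esBAF inhibition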
Casp6 inh: blocks human caspase-6 cleavage activity; P55212; purified caspase-6, Z-VEID-R110 cleavage fluorescence; inhibition, % at 12.5 µM; hit rate 0.53% among 350,000; AID 686996;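 active means mean inhibition across replicates at least about 35%, with every replicate also reaching that limit, limit read from the data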;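 further: 0% = median of neutral control wells and 100% = no fluorescence left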
Target sequence (P55212 24-179 limits assumed): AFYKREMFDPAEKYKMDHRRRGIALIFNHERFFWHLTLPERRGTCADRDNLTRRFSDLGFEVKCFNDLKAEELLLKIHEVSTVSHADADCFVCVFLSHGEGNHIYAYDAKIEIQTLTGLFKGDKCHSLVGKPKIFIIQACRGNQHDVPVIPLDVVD
Target sequence (P55212 194-293 limits assumed): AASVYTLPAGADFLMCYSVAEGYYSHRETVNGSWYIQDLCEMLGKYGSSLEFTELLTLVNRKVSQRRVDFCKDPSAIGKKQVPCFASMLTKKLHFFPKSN
LGR2 antag: blocks bursicon-induced cAMP signaling via Drosophila LGR2; HEK293 LGR2, CRE-luciferase, bursicon-stimulated, 4 h; inhibition, % at 9.99 µM; hit rate 0.35% among 380,000;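 active means drop in luminescence signal, shown as inhibition above about 50% in the replicate tests, limit read from the data, passing the limit was not always enough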;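 further: agonist challenge used bursicon conditioned medium at about half maximal strength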
SIRT5 block: sirtuin-5 (human) deacylase inhibition | Q9NXA8 | Purified SirT5, succinyl-peptide AMC, trypsin-coupled fluorescence | inhibition, % at 15 µM | hit rate 1.1% among 330,000; in the data active means inhibition above about 15%
Target sequence (Q9NXA8 whole entry, looked up): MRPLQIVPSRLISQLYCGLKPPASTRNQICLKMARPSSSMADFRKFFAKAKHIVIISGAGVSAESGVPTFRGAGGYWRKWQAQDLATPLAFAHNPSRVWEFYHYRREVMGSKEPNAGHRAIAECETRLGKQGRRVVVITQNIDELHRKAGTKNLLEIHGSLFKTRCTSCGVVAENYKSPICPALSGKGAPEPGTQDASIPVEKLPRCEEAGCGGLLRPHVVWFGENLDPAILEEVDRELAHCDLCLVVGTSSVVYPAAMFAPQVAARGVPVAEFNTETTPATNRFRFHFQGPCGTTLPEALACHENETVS
FN deposit inh: fibronectin deposition inhibition; hit rate 0.086% among 350,000; AH1F fibroblasts, Alexa488-fibronectin deposition fluorescence, overnight; inhibition, % at 12.6 µM;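 active means mean inhibition across replicates of 30% or more, regardless of how many single replicates reach that level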;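 further: positive control wells lacked labelled fibronectin entirely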
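Test system: AH1F fibroblast monolayer depositing Alexa488-labelled fibronectin into matrix. Input: 10000 cells per well. Technique: fluorescence, ex 485 nm, em 525 nm. Buffer or medium: DMEM plus 2% serum, read in PBS. Timing: 1 h cell adhesion before compound, then overnight fibronectin incubation. Compound: single dose, pinned. Read-out basis: inhibition from reduced deposited-fibronectin fluorescence.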
S100A4 MyoIIA: S100A4-myosin IIA interaction inhibition. S100A4/TAMRA-MyoIIA peptide fluorescence polarization. AID 652163. inhibition, % at 10.7 µM. P26447. hit rate 0.14% among 360,000;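 active means mean inhibition of at least 70% across replicates, with every replicate also reaching that level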
Target sequence (P26447 whole entry, looked up): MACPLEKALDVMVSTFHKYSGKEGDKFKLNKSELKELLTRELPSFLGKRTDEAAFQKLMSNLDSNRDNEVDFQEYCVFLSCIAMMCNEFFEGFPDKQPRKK
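incubation = readout 5 min after mixing, signal stable up to 60 min | system = S100A4 monomer protein | buffer or medium = HEPES pH 7.2 with CaCl2, KCl, NaCl, DTT, Triton | benchmarks = neutral control DMSO, positive control TFP | also added = fluorescent myosin IIA peptide, 5 nM | compound dosing = one concentration per compound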
C2C12 statin: protects C2C12 myotubes from simvastatin toxicity; rescue of ATP level, % at 7.49 µM; ATP luminescence, 48 h; scaled: DMSO 0, geranylgeraniol control 100; hit rate 0.78% among 330,000;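 active means mean ATP rescue above about 67%, or every replicate alone reaching that limit, limit read from the data, passing the limit was not always enough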;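 further: myotubes were challenged with 10 µM simvastatin during compound exposure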
* marks the source's active call; other numbers are inactive results; nt = no result given. The list is partial (hit frequency here may not be typical).

The first two records, to show the layout:
Fields – esBAF inh, Casp6 inh, LGR2 antag, SIRT5 block, FN deposit inh, S100A4 MyoIIA, C2C12 statin
- O=[N+]([O-])c1cccc(S(=O)(=O)Nc2nc3ccccc3nc2Nc2cccc(S(=O)(=O)N3CCCCC3)c2)c1
 : nt, 7, 34, 25*, 7, -12, nt
- OC(c1ccccc1)(c1nc(-c2ccc(Cl)cc2)cs1)C(F)(F)F (stereo not given)
 : -4, 2, 16, nt, -7, 0, -37

The whole of this part, previewed entries included:
Fields – esBAF inh, Casp6 inh, LGR2 antag, SIRT5 block, FN deposit inh, S100A4 MyoIIA, C2C12 statin
- O=[N+]([O-])c1cccc(S(=O)(=O)Nc2nc3ccccc3nc2Nc2cccc(S(=O)(=O)N3CCCCC3)c2)c1
 : nt, 7, 34, 25*, 7, -12, nt
- OC(c1ccccc1)(c1nc(-c2ccc(Cl)cc2)cs1)C(F)(F)F (stereo not given)
 : -4, 2, 16, nt, -7, 0, -37
- CCCC(=O)Nc1ccc2c(c1)C(=O)N(C)[C@H]1CC[C@@H](CC(=O)NCC(F)(F)F)O[C@H]1CO2
 : -7, nt, 10, nt, 5, nt, 3
- CN(C)C(=O)C[C@H]1CC[C@H](NC(=O)Nc2cccc(F)c2)[C@@H](CO)O1
 : 2, 1, -10, 1, -11, -1, 2
- O=C(C[C@H]1C[C@@H]2c3cc(NC(=O)C4CCOCC4)ccc3O[C@@H]2[C@H](CO)O1)NCc1ccncc1
 : -2, 1, 11, -3, 7, -9, -3
- COc1ccccc1NC(=O)N1CCCCN2[C@H](C1)[C@@H](c1ccc(-c3cccc(C)c3)cc1)[C@@H]2CO
 : nt, -2, 14, 0, nt, 0, nt
- CC(=O)NN1C(=O)/C(=C\c2ccc(Br)o2)SC1=S
 : nt, 51*, nt, -1, 2, -21, nt
- O=C(CSc1n[nH]c(=O)[nH]c1=O)Nc1ccc2c(c1)C(=O)c1ccccc1C2=O
 : 22, 3, nt, 9, 4, -7, -12
- O=C(COC(=O)c1cc(Cl)ccc1[N+](=O)[O-])NC1CC1
 : -1, 0, -4, 16*, 8, 4, -4
- CC(=O)c1ccc(NC(=O)CCNC(=O)c2ccccc2Cl)cc1
 : 7, 2, -2, -2, -2, 3, 3
- Nc1ncc(Br)cc1S(=O)(=O)NCCC(=O)N1CCN(c2ncccn2)CC1
 : -6, nt, nt, nt, -2, nt, 5
- C=CCn1cc(C(=O)NCCOC)c(=O)c2cc(S(=O)(=O)N3CCCCCC3)ccc21
 : -14, 1, -10, -1, -14, 0, -5
- CS(=O)(=O)N1CCCCN2[C@H](CO)[C@H](c3ccc(-c4cccc(C#N)c4)cc3)[C@@H]2C1
 : 7, 2, 5, 6, nt, 0, 8
- COc1cccc(C(C(=O)NC(C)(C)C)N(Cc2ccc(C)cc2)C(=O)CCC(=O)Nc2cc(C)on2)c1OC (stereo not given)
 : 1, 5, 3, -1, -3, -6, 4
- O=C(NCCS(=O)(=O)NCC1CCCO1)c1ccccc1 (stereo not given)
 : -1, -1, -5, -7, -7, 0, -3
- C[C@H]1CN([C@@H](C)CO)C(=O)c2cccc(NC(=O)c3ccncc3)c2O[C@@H]1CN(C)Cc1ccccc1
 : -2, nt, 3, 4, nt, 11, 15
- CC(C)(C)n1nnnc1C(CCc1ccccc1)N1CCN(C/C=C/c2ccccc2)CC1 (stereo not given)
 : -22, 2, 11, -2, -2, -1, -2
- CCCc1nc2c(s1)CCc1onc(-c3ccc(Cl)cc3)c1-2
 : -9, 2, -10, -2, -18, -7, -4
- Nc1ccc(C(=O)Nc2ccco2)cc1
 : 7, nt, nt, nt, -5, nt, -4
- COc1ccc(/C=N/NC(=O)c2cc3c(ccc4ccccc43)o2)cc1OC
 : -5, -2, -2, -2, nt, -1, 2
- CCOC(=O)c1c(NC(=S)SC)sc(C(=O)N2CCc3ccccc3C2)c1C
 : 5, -1, -3, nt, -2, -2, 1
- O=C(CSCc1nc2ccccc2[nH]1)N1CCN(c2cccc(Cl)c2)CC1
 : -3, nt, nt, nt, 6, nt, -3
- CCOc1ccc2c(c1)C(c1cccs1)=NNC(c1cccnc1)=N2
 : -2, -1, -5, 3, -25, 3, -3
- O=C(C[C@@H]1C[C@H]2c3cc(NC(=O)c4cccnc4)ccc3O[C@H]2[C@H](CO)O1)NCc1cc(F)ccc1F
 : -3, 2, -32, -1, 12, -17, -4
- COc1ccc2nc(NC(=O)CSc3nc4cccnc4n3C)sc2c1
 : 19, nt, nt, nt, 8, nt, -1
- Cc1ccc(NC(=O)c2cccc(N3C(=O)C4C5C=CC(C5)C4C3=O)c2)cc1C (stereo not given)
 : nt, 2, 12, -5, 5, 8, nt
- CC(Cc1n[nH]c(=S)o1)c1ccccc1 (stereo not given)
 : nt, -2, 24, 0, 11, -4, nt
- O=C(Nc1nc(OCC(F)(F)F)cnc1/C=C\c1ccccc1)c1ccsc1
 : 1, 0, 9, -3, -6, 1, -27
- Cc1cc2cc(CNS(=O)(=O)c3ccc4ccccc4c3)ccc2n1C
 : -4, -1, -5, 12, -6, 61, -11
- N#C[C@@H]1[C@@H](c2ccccc2-c2ccccc2F)[C@H](CO)N1C(=O)Cc1ccccc1
 : nt, -2, 1, 0, -4, 11, nt

One compound at a time, from the list above. Order of values: esBAF inh, Casp6 inh, LGR2 antag, SIRT5 block, FN deposit inh, S100A4 MyoIIA, C2C12 statin
Record of `CC(Cc1n[nH]c(=S)o1)c1ccccc1` (stereo not given) : nt, -2, 24, 0, 11, -4, nt
Record of `C[C@H]1CN([C@@H](C)CO)C(=O)c2cccc(NC(=O)c3ccncc3)c2O[C@@H]1CN(C)Cc1ccccc1` : -2, nt, 3, 4, nt, 11, 15
Record of `CC(=O)NN1C(=O)/C(=C\c2ccc(Br)o2)SC1=S` : nt, 51*, nt, -1, 2, -21, nt
Record of `O=C(CSc1n[nH]c(=O)[nH]c1=O)Nc1ccc2c(c1)C(=O)c1ccccc1C2=O` : 22, 3, nt, 9, 4, -7, -12
Record of `O=C(Nc1nc(OCC(F)(F)F)cnc1/C=C\c1ccccc1)c1ccsc1` : 1, 0, 9, -3, -6, 1, -27

Random excerpt: 7 compounds from above.
Fields – esBAF inh, Casp6 inh, LGR2 antag, SIRT5 block, FN deposit inh, S100A4 MyoIIA, C2C12 statin
- C=CCn1cc(C(=O)NCCOC)c(=O)c2cc(S(=O)(=O)N3CCCCCC3)ccc21
 : -14, 1, -10, -1, -14, 0, -5
- Cc1ccc(NC(=O)c2cccc(N3C(=O)C4C5C=CC(C5)C4C3=O)c2)cc1C (stereo not given)
 : nt, 2, 12, -5, 5, 8, nt
- CC(=O)NN1C(=O)/C(=C\c2ccc(Br)o2)SC1=S
 : nt, 51*, nt, -1, 2, -21, nt
- O=C(NCCS(=O)(=O)NCC1CCCO1)c1ccccc1 (stereo not given)
 : -1, -1, -5, -7, -7, 0, -3
- CC(Cc1n[nH]c(=S)o1)c1ccccc1 (stereo not given)
 : nt, -2, 24, 0, 11, -4, nt
- COc1ccc(/C=N/NC(=O)c2cc3c(ccc4ccccc43)o2)cc1OC
 : -5, -2, -2, -2, nt, -1, 2
- CCCC(=O)Nc1ccc2c(c1)C(=O)N(C)[C@H]1CC[C@@H](CC(=O)NCC(F)(F)F)O[C@H]1CO2
 : -7, nt, 10, nt, 5, nt, 3

Continuation.
Fields – esBAF inh, Casp6 inh, LGR2 antag, SIRT5 block, FN deposit inh, S100A4 MyoIIA, C2C12 statin
- O=C(CCC(=O)c1ccc(F)cc1)NC1CCCN(Cc2ccccc2F)C1 (stereo not given)
 : -3, 3, 4, 1, 3, -3, 1
- C[C@H]1CN([C@@H](C)CO)C(=O)c2cc(NC(=O)Nc3ccc(F)cc3)ccc2O[C@@H]1CN(C)S(=O)(=O)c1cccs1
 : 5, -3, 13, 4, nt, -8, -10
- Cc1nc(C)c(-c2csc(Nc3ncccc3C)n2)s1
 : 55*, 0, -36, -1, -2, -2, -9
- CCN(CC)c1ccc(NC(=O)C2=CCN(S(=O)(=O)c3ccc(F)cc3)CC2)c(C)c1
 : -7, 1, 3, nt, 1, -3, 13
- COc1cccc(-c2cn(CC[C@@H]3CC[C@@H](NS(=O)(=O)Cc4ccccc4)[C@H](CO)O3)nn2)c1
 : 11, -1, 23, -4, -2, -4, 1
- COC(=O)C1=C(C)N(CCCC(=O)O)C(=O)NC1c1ccc(C#N)cc1 (stereo not given)
 : 6, 9, 20, 3, -4, -3, 1
- O=C(COc1ccccc1Cl)OCC(=O)N1CCN(S(=O)(=O)c2ccccc2)CC1
 : -9, nt, nt, nt, -7, nt, 0
- COC(=O)c1cc(NS(=O)(=O)c2ccc3c(c2)c(=O)n(C)c(=O)n3C)cc(C(=O)OC)c1
 : 4, 6, -2, -1, 6, 2, 2
- COc1ccc(S(=O)(=O)N(C)C[C@H]2Oc3ccc(NC(=O)c4ccncc4)cc3CC(=O)N([C@@H](C)CO)C[C@H]2C)cc1
 : 2, 0, 18, 0, 11, 11, 7
- CC=Cc1ccc2n(c1=O)C[C@@H]1[C@@H](CO)[C@H](C(=O)NCCCN(C)C)N(Cc3cocn3)[C@H]21 (mixture of isomers)
 : 3, 2, 0, 4, 2, -4, 6
- C[C@@H]1CN([C@@H](C)CO)C(=O)c2cccc(NS(C)(=O)=O)c2O[C@H]1CN(C)Cc1ccc(C(F)(F)F)cc1
 : -6, -1, -27, -1, nt, -5, 5
- CC(C)(C)c1ccc(S(=O)(=O)NC(=O)C2(C)CCN2C(=O)C2(c3ccccc3)CC2)cc1 (stereo not given)
 : 2, 0, 12, 0, 2, -4, 7
- COc1ccc(NC(=O)N(C)C[C@H]2OCCCC[C@@H](C)Oc3ccc(NS(=O)(=O)c4ccc(Cl)cc4)cc3C(=O)N([C@@H](C)CO)C[C@H]2C)cc1
 : 0, -1, 4, 5, 7, 1, nt
- Cn1c(CN2CCOCC2)nnc1SCC(=O)NC1CCCCC1
 : 4, nt, nt, nt, 0, nt, -2
- Cc1ccc(OCC(=O)N2CCN(C(=O)c3ccc([N+](=O)[O-])cc3)CC2)cc1
 : nt, 0, 16, 1, 1, 3, nt
- Cc1ccc(NC(=O)/C=C/c2cccc(C(F)(F)F)c2)cc1
 : nt, -2, -2, 2, 1, -17, nt
- Cc1cc(=O)oc2c(C)cc(C(C)(C)C)cc12
 : 1, 0, 25, nt, 16, -2, 1
- CN1c2ccc(-c3ccccc3F)cc2[C@H]2[C@H](CCN2C(=O)c2ccccn2)[C@@H]1CO
 : 22, 1, -26, -13, -9, 7, 45
- CCOc1ccc(NC(=O)Nc2c(C)n(C)n(-c3ccccc3)c2=O)cc1
 : -2, 8, -12, 0, 0, -3, 9
- C[C@H]1CN([C@@H](C)CO)C(=O)c2cc(-c3ccccc3F)cnc2O[C@@H]1CN(C)C
 : 0, -2, 15, -2, 5, 8, -1
- Cc1ccc(C(=O)Nn2cnnc2)c(Cl)c1
 : 0, -5, 27, -1, 8, -2, 6
- COc1ccc([N+](=O)[O-])cc1NC(=O)c1cccnc1
 : -10, -1, 4, 0, -2, 4, 0
- CCN(CC(=O)NCc1cccs1)C(=O)/C=C/c1ccc(OC)c(OC)c1
 : -1, 3, 3, -5, 4, 1, 2
- O=C(/C=C/c1ccc(Cl)cc1)Nc1ccccc1N1CCOCC1
 : nt, -1, nt, 2, 8, 8, nt
- CCCCN(C(=O)CSc1nnc(-c2ccc(OC)cc2)n1C(C)C)c1c(N)n(Cc2ccccc2)c(=O)[nH]c1=O
 : nt, 1, 30, 0, -5, -5, nt
- COc1ccccc1C(=O)N(C1=NC(C)CS1)c1ccc(Cl)cc1 (stereo not given)
 : -5, -1, 1, 1, 7, -1, 13
